EBI2 block = EBI2 receptor antagonists, beta-arrestin recruitment, primary screen, cell-based, luminescence, 7a,25-OHC stimulation, uHTS; G-protein coupled receptor 183 (Homo sapiens), P32249; 7a,25-OHC stimulated; inhibition, % at 5 µM; 360,000 compounds, 0.81% hits; AID 651636, 2012; in the data active means inhibition above about 38%;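 further: enzyme fragment complementation signal reports receptor beta-arrestin coupling in cells; 0% = agonist plus DMSO wells and 100% = wells without agonist; some results beyond the cut were filed as inactive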
Target sequence (P32249 whole entry, looked up, the tested form may be a part): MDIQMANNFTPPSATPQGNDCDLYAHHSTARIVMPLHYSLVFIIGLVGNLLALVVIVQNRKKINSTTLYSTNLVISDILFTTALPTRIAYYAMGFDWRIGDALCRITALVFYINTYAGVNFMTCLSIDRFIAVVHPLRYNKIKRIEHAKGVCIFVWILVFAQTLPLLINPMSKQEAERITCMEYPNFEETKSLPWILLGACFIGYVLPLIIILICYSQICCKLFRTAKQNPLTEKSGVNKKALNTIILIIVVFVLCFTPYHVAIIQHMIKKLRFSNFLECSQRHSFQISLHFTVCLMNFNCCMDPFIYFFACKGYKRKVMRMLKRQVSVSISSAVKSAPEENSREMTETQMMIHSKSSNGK
CXCR6 inh = CXCR6 receptor inhibitors, primary screen, cell-based, beta-arrestin, luminescence, CHO-K1 PathHunter, 1536-well. C-X-C chemokine receptor type 6 (Homo sapiens), O00574. inhibition, % at 20 µM. 360,000 compounds, 0.36% hits. AID 602244, 2012; in the data active means inhibition above about 34%, passing the limit was not always enough;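 further: antagonist mode with CXCL16 agonist at 10 nM final; 0% = 10 nM CXCL16 with DMSO and 100% = unstimulated wells without agonist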
Target sequence (O00574 whole entry, looked up): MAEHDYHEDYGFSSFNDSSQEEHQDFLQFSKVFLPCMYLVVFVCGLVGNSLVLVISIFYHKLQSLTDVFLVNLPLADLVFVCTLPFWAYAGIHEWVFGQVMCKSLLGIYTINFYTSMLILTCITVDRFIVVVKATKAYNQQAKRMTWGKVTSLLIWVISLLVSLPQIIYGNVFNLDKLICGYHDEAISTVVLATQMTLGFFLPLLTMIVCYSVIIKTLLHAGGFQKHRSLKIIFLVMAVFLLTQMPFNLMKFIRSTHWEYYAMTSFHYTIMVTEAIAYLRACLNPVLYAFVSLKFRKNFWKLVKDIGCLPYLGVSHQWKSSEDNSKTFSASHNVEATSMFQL
Starred values were filed as active, the others as inactive. This is a subset; count on the stated rates, not on these rows.

SMILES	EBI2 block	CXCR6 inh
CC(NC(=O)CN1c2cccc3cccc(c23)S1(=O)=O)c1ccccc1 (stereo not given)	5	-1
CC(C)C(=O)Nc1ccc(C=C2C=Cc3ccccc32)cc1	-19	6
CC1Cc2ccccc2N1C(=O)CSc1ccccn1 (stereo not given)	-9	2
O=C(Nc1cccc(Oc2ccccc2)c1)C1Cc2c(-c3ccc4c(c3)OCO4)ccnc2O1 (stereo not given)	0	0
CCc1nc2ccc(C(=O)Nc3ccc(OC)c(OC)c3)cn2c1N(C)Cc1ccc(OC)cc1	11	-2
CCCCNC(=O)C1(C)CCN1C(=O)Cc1ccc(OC)cc1 (stereo not given)	-3	-7
COc1ccc(CCNC(=O)Nc2nc(C(N)COCc3ccccc3)cs2)cc1OC (stereo not given)	-5	0
COc1cccc(S(=O)(=O)N(C)C[C@H]2OCc3cn(nn3)CCCC(=O)N([C@H](C)CO)C[C@@H]2C)c1	-8	4
CC(C)C[C@@H]1O[C@H](CCc2ccccc2)Cc2[nH]c(=S)[nH]c(=O)c21	10	3
CC1(C(=O)NS(=O)(=O)c2ccc3ccccc3c2)CCN1C(=O)Cc1ccc(-c2ccccc2)cc1 (stereo not given)	-1	10
CC1(C(=O)NS(=O)(=O)c2cccc(F)c2)CCN1C(=O)C/C=C/c1ccccc1 (stereo not given)	-4	3
COc1cccc(NC(=S)NC(Cc2ccccc2)c2ccccc2)c1 (stereo not given)	13	-2
Cc1cccc(C)c1-n1nnnc1C(c1ccnc2ccccc12)N1CCN(CC(=O)NC(C)C)CC1 (stereo not given)	-14	3
CC1(C(=O)NCc2ccccc2)Cc2c(-c3cccc(C(N)=O)c3)ccnc2O1 (stereo not given)	3	-3
Cc1cc(=O)n2c(nc3ccccc32)s1	-12	7
Cc1ccccc1CN1CCN(C(=O)[C@H]2O[C@@H](n3cnc4c(N)ncnc43)[C@H](O)[C@@H]2O)CC1	-12	2
N#Cc1ccc(OCC(=O)NCCCN2CCCC2=O)cc1	-6	3
CC(=O)NCCNc1nc2cc(-c3cc(F)ccc3C)sc2c(=O)n1C	6	12
CC=C1OC(n2cnc3c(N)ncnc32)C(O)C1O (stereo not given)	-6	3
CN(NS(=O)(=O)c1ccc([N+](=O)[O-])cc1)c1ccccc1	-9	2
CN1OC[C@@H]2CN(C(=O)CCc3ccccc3)[C@H](c3ccccc3Br)C[C@@H]21	-11	0
c1ccc(OCCNc2nc(NCC3CC3)nc3ccsc23)cc1	3	4
CC(=O)c1ccc(Nc2nc(C(C)N)cs2)cc1 (stereo not given)	-1	4
CC(C)(C)NC(=O)C(c1ccc(O)cc1)N(Cc1ccc2c(c1)OCO2)C(=O)CCl (stereo not given)	-2	-4
Cc1ccc(-c2ccc(CN3C(C)C(=O)N(Cc4cn(Cc5ccco5)nn4)CCS3(=O)=O)cc2)cc1 (stereo not given)	19	5
O=C(Nc1ccc(Cl)cn1)c1cccc(S(=O)(=O)N2CCCCCC2)c1	8	5
CSc1ccccc1C(=O)C1CCCN(C(=O)c2cccc(Cn3cccn3)c2)C1 (stereo not given)	-5	1
O=C(NCCN1CCC(n2c(=O)[nH]c3ccccc32)CC1)c1ccncc1	0	-4
COc1cc(C)ccc1S(=O)(=O)NC(=O)C1(C)CCN1C(=O)c1ccc(C2CCCCC2)cc1 (stereo not given)	1	-7
CCN(Cc1ccccc1)c1cc2c(c3c1ccn3C)C1CCC2O1 (stereo not given)	-6	-4
Cc1cccc(C)c1NC(=O)c1ccc(-c2cc(F)ccc2F)o1	3	-5
CN1C[C@@H](CO)O[C@@H](n2cnc3c(N4CCOCC4)ncnc32)C1	-9	4
CCCCCCCCN1C(=O)[C@H](CC(=O)NCc2cccc3ccccc23)C[C@@]2(C(=O)OC)CCCCC=C12	16	17
CC1(C(=O)O)CCCN1C(=O)c1cccc(OC(F)(F)F)c1 (stereo not given)	3	-4
Nc1ncnc2c1ncn2[C@@H]1O[C@H](C(=O)N2CCN(c3ccc(Cl)cn3)CC2)[C@@H](O)[C@H]1O	-8	6
O=C(c1[nH]c(C(F)(F)F)nc1-c1ccccc1)N1CCC(Cc2ccccc2)CC1	-7	0
CC1CCCCC1NC(=O)CN1CCC(NC(=O)C(C)(C)C)CC1 (stereo not given)	-3	4
Cc1ccc(Cc2c(-c3ccc(C#N)cc3)nc3ccc(Br)cn23)cc1	24	18
COc1ccc(S(=O)(=O)N(C)C[C@H]2Oc3ncc(Br)cc3C(=O)N([C@@H](C)CO)C[C@@H]2C)cc1	4	-1
Cc1c(C(=O)NCc2cccc(C(F)(F)F)c2)sc(=O)n1Cc1ccc(S(=O)(=O)N(C)C)cc1	7	-6
Cc1ccc(Cl)cc1-c1cc(C(=O)N2CCc3ccccc3C2)[nH]n1	14	4
CC(C)(C)c1ccc(C(O)c2ncc(-c3ccc4ccccc4c3)[nH]2)cc1 (stereo not given)	3	-4
Cc1ccccc1S(=O)(=O)N1C[C@H]2[C@H]3C(=O)N(C4CCCCC4)C(=O)[C@H]3CC(=O)[C@H]2[C@@H]1c1ccc(Cl)cc1	0	-6
CCCCn1c(N)c(N(CCOC)C(=O)c2oc3c(Cl)cccc3c2C)c(=O)[nH]c1=O	-2	0
CC1(C(=O)NS(=O)(=O)C2CC2)CCCN(C(=O)c2ccc(C(F)(F)F)cc2)C1 (stereo not given)	-10	0
COc1ccccc1Cc1c(-c2ccco2)nc2ccc(C)cn12	0	2
O=P(c1ccccc1)(c1ccccc1)C(O)c1cccs1 (stereo not given)	5	-2
COc1ccccc1-c1cnc2c(c1)C(=O)N([C@@H](C)CO)C[C@@H](C)[C@@H](CN(C)C(C)=O)O2	-6	2
C[C@@H]1CN([C@H](C)CO)C(=O)c2cc(Br)cnc2O[C@H]1CN(C)Cc1cccnc1	1	-3
N#CC(=Cc1ccccn1)c1nc(-c2ccc(Cl)cc2)cs1	23	7
COc1ccc(OC)c(C(O)c2ncc(-c3cccc(C(F)(F)F)c3)[nH]2)c1 (stereo not given)	1	3
O=C(O)CSc1c(Cl)c(=O)oc2ccc(Cl)cc12	-4	1
CCCCC[C@@H](C)N1C[C@H](COCc2ccccc2)Oc2cc(N3CC[C@H](N(C)C)C3)ccc2S1(=O)=O	5	3
Cc1cc2nc(-c3ccc(Cl)cc3)c(Cc3cccc(F)c3)n2c(C)c1Br	-1	4
CC(=O)Nc1cccc(-c2cc(NC=O)c3ncc(-c4cccc(C(C)=O)c4)n3c2)c1	54*	1
O=C(Nc1ccc2nc([C@@H]3O[C@H](CO)[C@@H](O)[C@H](O)[C@H]3O)[nH]c2c1)NC(c1ccccc1)c1ccccc1	-3	1
COc1ccc(C(=O)COC(=O)c2cc(=O)c3ccccc3o2)c(OC)c1	4	4
C[C@H]1CN([C@@H](C)CO)S(=O)(=O)c2ccc(Br)cc2O[C@H]1CN(C)C(=O)CCN1CCCCC1	-10	0
COc1ccc2nc(C)cc(Nc3ccccc3OC)c2c1	-2	7
O=c1cc(-c2ccccc2)oc2ccc3ccccc3c12	8	0
Carrying on:
SMILES	EBI2 block	CXCR6 inh
O=C1C(=Cc2cccc(Cl)c2)CCc2ccccc21	-70	4
CCc1nc2c(OCc3ccc(Cl)cc3)cccn2c1N(C)C(=O)C1CC1	10	3
CCOc1ccc(-c2noc(-c3csc([C@@H]4O[C@H](CO)[C@H](O)[C@H](O)[C@H]4O)n3)n2)cc1	-5	7
COc1ccc(-c2coc3c(C(=O)Nc4cccnc4)cccc23)c(C)c1	1	-5
Nc1nccc2c1ncn2C1OC(CO)C(O)C1O (stereo not given)	-4	5
Cc1cc(C(=O)N2CCc3ccccc32)ccc1[N+](=O)[O-]	11	29
O=C1NC[C@@H](CCCCN2C[C@H](Cc3ccc(O)cc3)N(Cc3ccccc3)C(=O)C2=O)N(CC2CCCCC2)C1=O	-4	3
Cc1ccc2c(CN(Cc3ccccc3)Cc3ccccc3)cc(=O)oc2c1	33	8
CCNC(=O)C1(C)CCCN(Cc2ccccc2-c2ccccc2)C1 (stereo not given)	3	6
CCc1nnc(NC(=O)c2ccc3c(=O)n4c(nc3c2)CCC4)s1	-2	2
CC(C)(C)c1ccc(CC(=O)N2CCC2(C)C(=O)NS(=O)(=O)c2ccc(Cl)s2)cc1 (stereo not given)	-5	-5
Cc1ccc(S(=O)(=O)NC(=O)C2(C)CCN2C(=O)Cc2ccc(Cl)cc2Cl)nc1 (stereo not given)	-2	-6
CCCCCCN1CCN(C2CN(Cc3cn(Cc4cccc(Cl)c4)nn3)S(=O)(=O)C2)CC1 (stereo not given)	-7	3
COc1ccc(CC(N)c2csc(Nc3nncc4ccccc34)n2)cc1 (stereo not given)	-16	-20
O=C(NCc1ccc(F)cc1)c1cc(C2CCCCN2C(=O)CCCc2ccccc2)on1 (stereo not given)	16	10
CC1(C(=O)NCc2cccc(C(F)(F)F)c2)CCN1Cc1ccc2ccccc2c1 (stereo not given)	16	-1
CCc1nc2ccc(C(=O)NCc3ccccc3OC)cn2c1N(CC)CCOC	-11	3
C[C@H](CO)N1C[C@H](C)[C@@H](CN(C)S(=O)(=O)c2ccc3c(c2)OCCCO3)OCc2cnnn2CCCC1=O	-5	-2
COc1ccc(S(=O)(=O)NC(=O)C2(C)CCN2C(=O)c2c(C)noc2C)cc1 (stereo not given)	-10	3
c1cc(-c2ccc(CN3CCOCC3)cc2)n2ccnc2c1	-10	7

Laid out differently: entries from further up.
| structure | EBI2 block | CXCR6 inh |
| --- | --- | --- |
| Cc1cccc(C)c1NC(=O)c1ccc(-c2cc(F)ccc2F)o1 | 3 | -5 |
| CN1C[C@@H](CO)O[C@@H](n2cnc3c(N4CCOCC4)ncnc32)C1 | -9 | 4 |
| CCCCCCCCN1C(=O)[C@H](CC(=O)NCc2cccc3ccccc23)C[C@@]2(C(=O)OC)CCCCC=C12 | 16 | 17 |
| CC1(C(=O)O)CCCN1C(=O)c1cccc(OC(F)(F)F)c1 (stereo not given) | 3 | -4 |
| Nc1ncnc2c1ncn2[C@@H]1O[C@H](C(=O)N2CCN(c3ccc(Cl)cn3)CC2)[C@@H](O)[C@H]1O | -8 | 6 |
| O=C(c1[nH]c(C(F)(F)F)nc1-c1ccccc1)N1CCC(Cc2ccccc2)CC1 | -7 | 0 |
| CC1CCCCC1NC(=O)CN1CCC(NC(=O)C(C)(C)C)CC1 (stereo not given) | -3 | 4 |

Part of the list above, as labelled records:
> CC(C)(C)c1ccc(CC(=O)N2CCC2(C)C(=O)NS(=O)(=O)c2ccc(Cl)s2)cc1 (stereo not given)
- EBI2 block: -5
- CXCR6 inh: -5
> Cc1ccc(S(=O)(=O)NC(=O)C2(C)CCN2C(=O)Cc2ccc(Cl)cc2Cl)nc1 (stereo not given)
- EBI2 block: -2
- CXCR6 inh: -6
> CCCCCCN1CCN(C2CN(Cc3cn(Cc4cccc(Cl)c4)nn3)S(=O)(=O)C2)CC1 (stereo not given)
- EBI2 block: -7
- CXCR6 inh: 3

More compounds follow.
SMILES	EBI2 block	CXCR6 inh
O=C(NCc1ccc(F)cc1F)[C@@H]1CCCN1C(=O)[C@@H]1CCCN1C(=O)c1cccc(Cl)c1	-9	-9
CCN(CC)C(=O)C1=C(C)N(CCCOC)C(=O)C(CC(=O)NCc2ccco2)C1 (stereo not given)	-9	2
COc1cccc(CNC(=O)[C@@H]2CCCN2C(=O)[C@H]2CCCCN2C(=O)c2ccccc2)c1	-8	6
COc1cccc(C(O)c2nc(-c3cccc4cccnc34)cs2)c1 (stereo not given)	-1	4
COc1ccc(CCCNC(=O)C2(C)Cc3c(-c4ccc5c(c4)OCO5)ccnc3O2)cc1 (stereo not given)	22	5
CC(Nc1ccc(Br)cc1)C(=O)NC(=O)NC1CCCCC1 (stereo not given)	-5	2
O=C1OC2C(O)COC23OC(O)CCC13O (stereo not given)	-3	3
Cc1nc2ccc(C(=O)N(C)Cc3ccccc3)cn2c1N(C)C(=O)CCc1ccccc1	-1	1
CC1CCCCC1=NNC(=O)c1ccccc1 (stereo not given)	1	3
CC1=C(C(=O)N(C)C)CC(CC(=O)NC2CCCC2)C(=O)N1CCC1=CCCCC1 (stereo not given)	-5	1
CCCNC(=O)c1cc(C2CCCCN2C(=O)c2ccc3c(c2)CCO3)on1 (stereo not given)	-7	-7
CC(=O)Nc1ccc(NC(=O)c2ccc(-c3c(C)noc3C)c3ccoc23)cc1	-56	1
O=C(COC(=O)C1COc2ccccc2O1)c1ccccc1 (stereo not given)	1	0
COc1cc(Cn2c3ccc(NC(=O)CC(C)c4ccccc4)cc3c(=O)n2C)ccc1F (stereo not given)	-6	-7
CC(C)C[C@H]1CN([C@@H](Cc2ccccc2)CN2CCC[C@@H]2CN2C(=O)C(=O)NC[C@@H]2Cc2ccc(O)cc2)C(=O)C(=O)N1CC1CCCCCC1	-7	8
CCCNC(=O)C1(C)CCN(C(=O)COCc2ccccc2)C1 (stereo not given)	-11	-5
COc1ccc(CCNC(=O)COC(=O)C2=NNC(=O)CC2)cc1	-12	7
COc1ccc(Cc2n[nH]c(=S)n2-c2cc(C)ccc2C)cc1OC	-2	0
CCCS(=O)(=O)NC(=O)C1(C)CCCN(C(=O)c2oc3ccccc3c2C)C1 (stereo not given)	4	4

Rewritten field by field: entries from further up
CCN(CC)C(=O)C1=C(C)N(CCCOC)C(=O)C(CC(=O)NCc2ccco2)C1 (stereo not given)
  EBI2 block: -9
  CXCR6 inh: 2

COc1cccc(CNC(=O)[C@@H]2CCCN2C(=O)[C@H]2CCCCN2C(=O)c2ccccc2)c1
  EBI2 block: -8
  CXCR6 inh: 6

Reformatted: 2 of the compounds above
> Cc1ccc(Cl)cc1-c1cc(C(=O)N2CCc3ccccc3C2)[nH]n1
  EBI2 block = 14	CXCR6 inh = 4
> CC(=O)NCCNc1nc2cc(-c3cc(F)ccc3C)sc2c(=O)n1C
  EBI2 block = 6	CXCR6 inh = 12
